M4 antag: antagonists of human muscarinic M4 receptor (CHRM4); CHO-hM4 cells, ACh EC80, Fluo-8 calcium fluorescence; inhibition, % at 3 µM; 360,000 compounds, 0.73% hits;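 active means inhibition above its plate's cutoff, the mean inhibition of sample wells plus 3 SD, cut at about 27% in these data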;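 further: 0% = acetylcholine EC80 with DMSO and 100% = DMSO without agonist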
Target sequence (P08173 whole entry, looked up): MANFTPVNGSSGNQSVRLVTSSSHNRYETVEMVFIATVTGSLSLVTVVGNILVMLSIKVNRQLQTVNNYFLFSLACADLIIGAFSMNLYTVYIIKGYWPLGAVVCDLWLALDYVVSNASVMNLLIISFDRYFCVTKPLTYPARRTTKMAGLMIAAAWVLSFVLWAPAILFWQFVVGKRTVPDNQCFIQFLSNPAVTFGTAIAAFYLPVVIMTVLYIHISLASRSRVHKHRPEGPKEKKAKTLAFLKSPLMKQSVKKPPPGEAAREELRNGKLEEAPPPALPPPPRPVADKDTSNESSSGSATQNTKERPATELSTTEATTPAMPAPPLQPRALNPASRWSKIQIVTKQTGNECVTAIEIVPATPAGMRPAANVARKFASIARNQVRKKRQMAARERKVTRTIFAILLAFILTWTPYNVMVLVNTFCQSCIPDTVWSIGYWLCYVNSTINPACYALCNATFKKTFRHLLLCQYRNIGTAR
M1 antag: human CHRM1 antagonism; inhibition, % at 3 µM; P11229; CHO-K1 hM1, Fluo-8 calcium fluorescence, ACh EC80 antagonist; 360,000 compounds, 1.3% hits; AID 588852;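 active means percent inhibition above its own plate's cutoff, namely the mean of that plate's compound wells plus 3 SD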;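 further: peak over basal fluorescence ratio during 140 s after agonist addition; 0% = ACh EC80 plus DMSO and 100% = DMSO alone without agonist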
CHRM5 agonist: agonists of human muscarinic M5 receptor (CHRM5); P08912; CHO-K1 hM5 cells, Fluo-8 calcium fluorescence; 0% DMSO wells, 100% maximal acetylcholine response; 360,000 compounds, 0.19% hits; activation, % at 3 µM;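 active means activation above the run's mean over test compounds plus 3 SD, cut at about 23% in these data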;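 further: signal is peak over basal fluorescence ratio across the kinetic read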
Target sequence (P08912 whole entry, looked up): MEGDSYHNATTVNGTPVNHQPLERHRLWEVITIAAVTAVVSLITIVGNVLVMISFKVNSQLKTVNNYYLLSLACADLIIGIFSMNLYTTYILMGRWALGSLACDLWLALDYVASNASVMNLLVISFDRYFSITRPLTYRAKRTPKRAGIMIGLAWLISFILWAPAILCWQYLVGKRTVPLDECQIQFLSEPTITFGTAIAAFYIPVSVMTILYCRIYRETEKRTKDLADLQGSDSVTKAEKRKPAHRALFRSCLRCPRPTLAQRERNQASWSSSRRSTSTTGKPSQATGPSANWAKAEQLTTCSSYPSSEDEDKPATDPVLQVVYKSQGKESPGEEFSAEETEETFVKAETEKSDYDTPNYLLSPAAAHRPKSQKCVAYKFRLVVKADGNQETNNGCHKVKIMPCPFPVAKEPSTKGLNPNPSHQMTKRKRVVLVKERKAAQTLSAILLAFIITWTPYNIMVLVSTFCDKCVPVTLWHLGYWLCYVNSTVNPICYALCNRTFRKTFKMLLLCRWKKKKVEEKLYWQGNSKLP
M4 ag: agonists of human muscarinic M4 receptor (CHRM4). P08173. CHO-K1 hM4/Gqi5, Fluo-8 calcium fluorescence; vehicle 0%, full acetylcholine response 100%. activation, % at 3 µM. 360,000 compounds, 0.14% hits. AID 624127;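 active means activation above the run mean over all test wells plus 3 SD, cut at about 32% in these data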;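 further: peak over basal fluorescence ratio per well then scaled between controls; 0% = DMSO wells and 100% = acetylcholine at EC100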
M5 antag: CHRM5 antagonism in calcium assay; P08912; CHO-hM5 cells, Fluo-8 calcium fluorescence, ACh EC80; inhibition, % at 3 µM; 360,000 compounds, 0.59% hits;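 active means inhibition above a per-plate cutoff, the mean of that plate's test compounds plus 3 SD, cut at about 27% in these data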;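 further: 0% = acetylcholine EC80 with DMSO and 100% = DMSO without agonist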
CHRM1 agonist: human M1 muscarinic receptor agonism; CHO-K1 hM1, Fluo-8 calcium fluorescence, agonist mode; 0% DMSO, 100% acetylcholine EC100; activation, % at 3 µM; 360,000 compounds, 0.33% hits; AID 588814;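 active means activation above the run's mean compound activation plus 3 SD, cut at about 16% in these data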;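 further: peak over basal fluorescence ratio within a 140 s kinetic read after compound addition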
TAAR1 agonist: agonists of human TAAR1 | Q96RJ0 | CHO RD-HGA16 TAAR1, Fluo-8 calcium fluorescence; vehicle wells 0%, saturating PEA agonist 100% | activation, % at 3 µM | 360,000 compounds, 0.99% hits;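 active means activation above the mean activation of all test compounds in the run plus 3 SD, cut at about 38% in these data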
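System: CHO-derived RD-HGA16 cells with stable Gα16 and human TAAR1 / Times: 17-24 h plating, Fluo-8 75 min 37 °C, 30 min RT / Technique: calcium-sensitive Fluo-8 signal, excitation 470-495, emission 515-575 nm / Measure: % activation relative to PEA EC100 response / Benchmarks: DMSO and PEA EC100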
M1 PAM: positive allosteric modulators of human M1 muscarinic receptor; P11229; CHO-K1 hM1, Fluo-8 calcium fluorescence, ACh EC20; 0% = ACh EC20, 100% = maximal ACh; activation, % at 3 µM; 360,000 compounds, 0.088% hits; AID 588819; in the data active means activation above about 19%, passing the limit was not always enough
M5 PAM: potentiates acetylcholine response at human M5 receptor; P08912; CHO-K1 hM5, Fluo-8 calcium, ACh EC20 PAM; 0% = ACh EC20, 100% = ACh EC100; activation, % at 3 µM; 360,000 compounds, 0.3% hits;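 active means activation above the run cutoff, the mean activation of all test compounds plus 3 SD, cut at about 18% in these data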
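Probe or stimulus: acetylcholine, EC20 level; Assay system: human M5 receptor in CHO-K1 cells; Schedule: compound preincubation 140 s before EC20 acetylcholine addition; Technique: intracellular calcium via Fluo-8 fluorescence; Dosing: single-point, 3 µM nominal; Read-out basis: percent activation from peak-over-basal fluorescence ratio, scaled EC20-to-EC100 acetylcholine; Repeats: one well per compound, no replicates.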
Active calls of the source: *. Not all compounds are listed. The share of hits here may be higher or lower than overall.

What do the screens show for `COc1cc2c(cc1NC(=O)Nc1cccc(C)c1)oc1ccccc12`?
M4 antag: 4; M1 antag: 13; CHRM5 agonist: -5; M4 ag: 1; M5 antag: 5; CHRM1 agonist: -3; TAAR1 agonist: -1; M1 PAM: -3; M5 PAM: 2

Results for Cc1ccc(S(=O)(=O)N2CCC(C(=O)NC3CC3)CC2)cc1 ?
M4 antag: 6; M1 antag: 8; CHRM5 agonist: -1; M4 ag: 0; M5 antag: 13; CHRM1 agonist: -3; TAAR1 agonist: 1; M1 PAM: -3; M5 PAM: -3

What do the screens show for `CSc1ccc(CN2CCC2(C)C(=O)Nc2cccc(NS(C)(=O)=O)c2)cc1` (stereo unspecified)?
M4 antag: -4; M1 antag: -17; CHRM5 agonist: 1; M4 ag: 9; M5 antag: -2; CHRM1 agonist: -2; TAAR1 agonist: 4; M1 PAM: 0; M5 PAM: 1

How did Cc1ccc(CNc2ccc(S(=O)(=O)N3CCOCC3)cc2[N+](=O)[O-])cc1 do in these assays?
M4 antag: 9; M1 antag: -3; CHRM5 agonist: -4; M4 ag: 3; M5 antag: 12; CHRM1 agonist: -12; TAAR1 agonist: 2; M1 PAM: 2; M5 PAM: -7

Results for CC1=C(C(=O)NCc2ccccc2)C(c2ccc(C)o2)n2ncnc2N1 (stereo unspecified) ?
M4 antag: -1; M1 antag: -10; CHRM5 agonist: -1; M4 ag: 0; M5 antag: 4; CHRM1 agonist: -4; TAAR1 agonist: 11; M1 PAM: 7; M5 PAM: 5

Results for CCOc1ccc(CN2C(=O)c3ccccc3Sc3ccc(C(=O)NCCCN4CCOCC4)cc32)cc1 ?
M4 antag: -7; M1 antag: 1; CHRM5 agonist: -6; M4 ag: 3; M5 antag: 12; CHRM1 agonist: -4; TAAR1 agonist: 23; M1 PAM: -3; M5 PAM: -7

How did O=S1(=O)CCN(Cc2cccnc2)CC1 do in these assays?
M4 antag: 5; M1 antag: -13; CHRM5 agonist: 0; M4 ag: 1; M5 antag: -9; CHRM1 agonist: 4; TAAR1 agonist: 3; M1 PAM: 21; M5 PAM: 4

What do the screens show for `NC1=NC[C@H](c2ccccc2)N1CCc1cccc(F)c1`?
M4 antag: 5; M1 antag: 11; CHRM5 agonist: -10; M4 ag: 1; M5 antag: -2; CHRM1 agonist: -11; TAAR1 agonist: 7; M1 PAM: -9; M5 PAM: 0

Results for CC(NS(=O)(=O)c1ccc(Br)cc1)C(=O)NCC1CCCO1 (stereo unspecified) ?
M4 antag: -16; M1 antag: -17; CHRM5 agonist: -2; M4 ag: 1; M5 antag: 0; CHRM1 agonist: -1; TAAR1 agonist: 3; M1 PAM: 8; M5 PAM: 1

What do the screens show for `Clc1ccccc1Cn1nnc2c(NCCN3CCOCC3)ncnc21`?
M4 antag: -5; M1 antag: 10; CHRM5 agonist: -4; M4 ag: 1; M5 antag: 6; CHRM1 agonist: -7; TAAR1 agonist: 6; M1 PAM: -4; M5 PAM: 2

Results for CC1(C(=O)NS(=O)(=O)c2ccccc2)CCN1C(=O)CC1CC1 (stereo unspecified) ?
M4 antag: 1; M1 antag: -14; CHRM5 agonist: 0; M4 ag: 1; M5 antag: 4; CHRM1 agonist: -1; TAAR1 agonist: 1; M1 PAM: 4; M5 PAM: -2

Results for Cn1c(=O)c2c(nc(CN3CCN(CCO)CC3)n2Cc2cccc3ccccc23)n(C)c1=O ?
M4 antag: 10; M1 antag: 9; CHRM5 agonist: 0; M4 ag: 1; M5 antag: -2; CHRM1 agonist: -4; TAAR1 agonist: 2; M1 PAM: 1; M5 PAM: -7

How did CC(=O)c1c(N2CCOCC2)nc(=O)n(-c2ccccc2)c1C do in these assays?
M4 antag: 1; M1 antag: -16; CHRM5 agonist: 2; M4 ag: 0; M5 antag: 3; CHRM1 agonist: -2; TAAR1 agonist: -1; M1 PAM: 4; M5 PAM: -1

What do the screens show for `CC(C)[C@H](NC(=O)c1ccc(F)cc1)C(=O)OCC(=O)NC(=O)c1cccn1C`?
M4 antag: 1; M1 antag: -8; CHRM5 agonist: 0; M4 ag: 4; M5 antag: -6; CHRM1 agonist: -3; TAAR1 agonist: 4; M1 PAM: 1; M5 PAM: -1

Results for CSCCC(NC(N)=O)C(=O)NCc1ccccc1Cl (stereo unspecified) ?
M4 antag: -5; M1 antag: -6; CHRM5 agonist: -5; M4 ag: 1; M5 antag: -3; CHRM1 agonist: -3; TAAR1 agonist: 12; M1 PAM: 8; M5 PAM: -8

Next section; it opens with the four that closed the last part.
Results for Cn1c(=O)c2c(nc(CN3CCN(CCO)CC3)n2Cc2cccc3ccccc23)n(C)c1=O ?
M4 antag: 10; M1 antag: 9; CHRM5 agonist: 0; M4 ag: 1; M5 antag: -2; CHRM1 agonist: -4; TAAR1 agonist: 2; M1 PAM: 1; M5 PAM: -7

How did CC(=O)c1c(N2CCOCC2)nc(=O)n(-c2ccccc2)c1C do in these assays?
M4 antag: 1; M1 antag: -16; CHRM5 agonist: 2; M4 ag: 0; M5 antag: 3; CHRM1 agonist: -2; TAAR1 agonist: -1; M1 PAM: 4; M5 PAM: -1

What do the screens show for `CC(C)[C@H](NC(=O)c1ccc(F)cc1)C(=O)OCC(=O)NC(=O)c1cccn1C`?
M4 antag: 1; M1 antag: -8; CHRM5 agonist: 0; M4 ag: 4; M5 antag: -6; CHRM1 agonist: -3; TAAR1 agonist: 4; M1 PAM: 1; M5 PAM: -1

Results for CSCCC(NC(N)=O)C(=O)NCc1ccccc1Cl (stereo unspecified) ?
M4 antag: -5; M1 antag: -6; CHRM5 agonist: -5; M4 ag: 1; M5 antag: -3; CHRM1 agonist: -3; TAAR1 agonist: 12; M1 PAM: 8; M5 PAM: -8

Results for N#Cc1ccccc1COC(=O)c1cc(=O)c2ccccc2o1 ?
M4 antag: -1; M1 antag: 1; CHRM5 agonist: -3; M4 ag: 2; M5 antag: 7; CHRM1 agonist: -5; TAAR1 agonist: 5; M1 PAM: 0; M5 PAM: 2

Results for Cc1ccc(C)c(S(=O)(=O)N2CCN(Cc3cc4c(cc3O)OCO4)CC2)c1 ?
M4 antag: -4; M1 antag: -12; CHRM5 agonist: -1; M4 ag: 1; M5 antag: -2; CHRM1 agonist: -3; TAAR1 agonist: 5; M1 PAM: 8; M5 PAM: 0

How did N#Cc1ccc(/C=N/N=C(N)N)cc1 do in these assays?
M4 antag: -2; M1 antag: 19; CHRM5 agonist: -2; M4 ag: 1; M5 antag: 7; CHRM1 agonist: -3; TAAR1 agonist: 2; M1 PAM: -12; M5 PAM: -2

How did N#Cc1ccc(S(=O)(=O)N2CCN(C(=O)C3CC(=O)N(c4ccc5c(c4)OCCO5)C3)CC2)cc1 (stereo unspecified) do in these assays?
M4 antag: 6; M1 antag: 3; CHRM5 agonist: -1; M4 ag: 2; M5 antag: 14; CHRM1 agonist: -8; TAAR1 agonist: 5; M1 PAM: 0; M5 PAM: 2

How did COC(=O)c1cccc(CSc2nnc(-c3ccco3)n2-c2ccccc2)c1 do in these assays?
M4 antag: -14; M1 antag: -27; CHRM5 agonist: -4; M4 ag: 3; M5 antag: 4; CHRM1 agonist: -3; TAAR1 agonist: 11; M1 PAM: -1; M5 PAM: -2

How did Cn1c(=O)[nH]c2c(c(C(=O)O)nn2C)c1=O do in these assays?
M4 antag: -3; M1 antag: -4; CHRM5 agonist: 2; M4 ag: 0; M5 antag: 13; CHRM1 agonist: 1; TAAR1 agonist: 1; M1 PAM: 9; M5 PAM: 11

How did CCC(C(=O)Nc1ncn[nH]1)(C(F)(F)F)C(F)(F)F do in these assays?
M4 antag: 1; M1 antag: 11; CHRM5 agonist: 2; M4 ag: 1; M5 antag: 6; CHRM1 agonist: 1; TAAR1 agonist: 11; M1 PAM: -3; M5 PAM: -9

Results for Clc1ccccc1N1CCN(Cc2ccc(Br)o2)CC1 ?
M4 antag: -6; M1 antag: 1; CHRM5 agonist: 3; M4 ag: 0; M5 antag: 2; CHRM1 agonist: -3; TAAR1 agonist: 2; M1 PAM: -4; M5 PAM: 2

Results for Cc1ccc(S(=O)(=O)/C=C2\NC(=O)CS2)cc1 ?
M4 antag: 5; M1 antag: 6; CHRM5 agonist: -1; M4 ag: 0; M5 antag: 0; CHRM1 agonist: -2; TAAR1 agonist: 1; M1 PAM: 2; M5 PAM: -5

Results for Cc1nc2ccccn2c(=O)c1NC(=O)COc1ccccc1 ?
M4 antag: -22; M1 antag: -16; CHRM5 agonist: 0; M4 ag: 1; M5 antag: -5; CHRM1 agonist: -2; TAAR1 agonist: 2; M1 PAM: 6; M5 PAM: -2

How did CC(NC(=O)c1ccc(CS(=O)(=O)Cc2ccccc2F)o1)c1ccc2c(c1)OCCO2 (stereo unspecified) do in these assays?
M4 antag: -9; M1 antag: -7; CHRM5 agonist: 1; M4 ag: 4; M5 antag: 0; CHRM1 agonist: -3; TAAR1 agonist: 8; M1 PAM: 2; M5 PAM: -10

How did CN1CCN(C(=S)NC(=O)/C=C/c2cccc3ccccc23)CC1 do in these assays?
M4 antag: 6; M1 antag: 10; CHRM5 agonist: -2; M4 ag: 8; M5 antag: 4; CHRM1 agonist: -6; TAAR1 agonist: 0; M1 PAM: -11; M5 PAM: -7

What do the screens show for `Cc1nc2ncnn2c(C)c1CCC(=O)N1CCN(c2ccccn2)CC1`?
M4 antag: 6; M1 antag: 0; CHRM5 agonist: 2; M4 ag: -1; M5 antag: -1; CHRM1 agonist: -6; TAAR1 agonist: 12; M1 PAM: 5; M5 PAM: 7

Results for CCn1c(CC(=O)Nc2ccc(F)cc2)nnc1SCC(=O)Nc1nncs1 ?
M4 antag: -13; M1 antag: 3; CHRM5 agonist: -3; M4 ag: 2; M5 antag: -7; CHRM1 agonist: 0; TAAR1 agonist: -2; M1 PAM: -2; M5 PAM: 5

Results for CCCCCCCCS(=O)c1sc2nc(C)cc(C)c2c1N (stereo unspecified) ?
M4 antag: 5; M1 antag: -8; CHRM5 agonist: 2; M4 ag: 6; M5 antag: 2; CHRM1 agonist: 0; TAAR1 agonist: 8; M1 PAM: 9; M5 PAM: -2

Results for O=C(NCCN1CCOCC1)/C(=C/c1ccc(Cl)cc1)NC(=O)c1ccccc1 ?
M4 antag: -3; M1 antag: -10; CHRM5 agonist: -2; M4 ag: 2; M5 antag: -2; CHRM1 agonist: -5; TAAR1 agonist: 0; M1 PAM: 9; M5 PAM: 10

What do the screens show for `CCOCCCNC(=O)CSc1ccccc1`?
M4 antag: 8; M1 antag: -14; CHRM5 agonist: 0; M4 ag: 0; M5 antag: -5; CHRM1 agonist: -3; TAAR1 agonist: 4; M1 PAM: 13; M5 PAM: 3

Results for CC(C)(C)[C@@H]1C=C(C(=O)O)O[C@H](OCCCCO)C1 ?
M4 antag: -7; M1 antag: -14; CHRM5 agonist: 6; M4 ag: 1; M5 antag: -1; CHRM1 agonist: -1; TAAR1 agonist: 2; M1 PAM: 17; M5 PAM: 5

Bioassay records: PubChem BioAssay, The Scripps Research Institute Molecular Screening Center
